HDAC3 inhib – blocks human histone deacetylase 3 | actives 0.15% (n = 320,000) | recombinant HDAC3, fluorogenic peptide/trypsin coupled, fluorescence | O15379 | AID 2718 | inhibition, % at 8.3 µM; in the data active = inhibition above about 26%, passing the limit was not always enough
Dyrk1A ADPGlo – Dyrk1A (rat) kinase inhibition; Q63470; ADP-Glo luminescence, NFATc1 peptide; inhibition, % at 12.5 µM; actives 0.43% (n = 310,000); in the data active = inhibition above about 50%;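 also: plate controls were vehicle with enzyme for no effect and no enzyme for full effect; many of its hits are not listed in these tables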
KCNK9 inh – blocks the human KCNK9 two-pore domain potassium channel; Q9NPC2; HEK293 KCNK9, FluxOR thallium flux fluorescence; active compounds read low; B-score at 10 µM; actives 1.2% (n = 310,000); AID 488922;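 active = ratio B-score over 3 SD below the library mean, with starting fluorescence within 5 SD of its mean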;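 also: negative B-score means less thallium flux so channel inhibition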
Target sequence (Q9NPC2 whole entry, looked up, the tested form may be a part): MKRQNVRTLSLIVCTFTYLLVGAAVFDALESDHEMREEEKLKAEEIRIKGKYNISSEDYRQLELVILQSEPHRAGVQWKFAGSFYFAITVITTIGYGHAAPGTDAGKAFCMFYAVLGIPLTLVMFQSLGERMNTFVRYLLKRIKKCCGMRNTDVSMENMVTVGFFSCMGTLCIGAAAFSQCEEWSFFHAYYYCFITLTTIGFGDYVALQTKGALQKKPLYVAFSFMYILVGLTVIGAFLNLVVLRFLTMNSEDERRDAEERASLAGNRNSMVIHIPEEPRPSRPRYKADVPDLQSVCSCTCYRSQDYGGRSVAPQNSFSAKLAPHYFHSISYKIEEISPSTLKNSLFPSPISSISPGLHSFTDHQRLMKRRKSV
KCNQ1 inh – blocks the human KCNQ1 potassium channel; actives 1.3% (n = 310,000); AID 2642; CHO-K1 KCNQ1, FluxOR thallium flux fluorescence; active compounds read high; B-score at 10 µM;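 active = compounds whose thallium flux B-score, printed positive for inhibition, exceeds three library SD while starting fluorescence stays within three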;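 also: channel opened by potassium depolarization with thallium stimulus after 20 min compound exposure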
KCNK3 block – human KCNK3 channel inhibition, primary screen; O14649; CHO-KCNK3 thallium flux, FluxOR fluorescence; active compounds read low; actives 0.84% (n = 340,000); B-score at 10 µM; AID 602410;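 active = B-score under library mean minus 4 SD, starting fluorescence ratio at most library mean plus 5 SD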;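 also: more negative B-score means stronger inhibition of thallium flux through KCNK3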
Target sequence (O14649 whole entry, looked up): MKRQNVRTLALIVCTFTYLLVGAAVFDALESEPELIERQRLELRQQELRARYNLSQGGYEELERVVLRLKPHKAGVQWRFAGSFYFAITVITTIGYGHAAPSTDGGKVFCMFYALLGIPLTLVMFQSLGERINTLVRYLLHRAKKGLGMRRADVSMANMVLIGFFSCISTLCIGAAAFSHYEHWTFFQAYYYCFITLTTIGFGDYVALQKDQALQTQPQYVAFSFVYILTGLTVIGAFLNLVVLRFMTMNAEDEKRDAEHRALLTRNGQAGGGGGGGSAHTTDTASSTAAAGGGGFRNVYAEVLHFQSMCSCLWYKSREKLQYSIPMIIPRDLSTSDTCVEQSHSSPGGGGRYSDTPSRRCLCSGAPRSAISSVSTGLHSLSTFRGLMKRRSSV
TRPC4 agonist – opens the mouse TRPC4 cation channel | Q9QUQ5 | HEK293 TRPC4beta/mu-opioid, Fluo4 calcium fluorescence; active compounds read high | B-score at 10 µM | actives 0.49% (n = 310,000) | AID 2237;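 active = B-score above 5 SD of library B-scores, and initial fluorescence ratio not above library mean plus 5 SD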;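 also: positive B-score marks a calcium rise read as TRPC4 activation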
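Assay system – TRPC4beta and mu-opioid receptor HEK293 stable cells · Measured by – Fluo4 fluorescence, kinetic · Schedule – dye loading 45 min room temperature, 110 s kinetic read · Read-out – B-scored integrated calcium fluorescence ratio · Controls – buffer and maximal DAMGO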
TMEM16A act – mouse TMEM16A channel activation, primary screen; actives 0.3% (n = 340,000); Q8BHY3; HEK293 TMEM16A/YFP-H148Q/I152L, iodide quench fluorescence; active compounds read low; B-score at 10 µM;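 active = fluorescence-ratio B-score plate-corrected deviation score at least 3 library SD below zero, with starting fluorescence score within 5 deviations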;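 also: channel opened by trigger with iodide after compound preincubation; score built on the fluorescence ratio of max minus min over baseline; more negative score means more quench and so TMEM16A activation or potentiation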
hERG rescue – shields human hERG channel from block by proarrhythmic agents | Q12809 | CHO-hERG, FluxOR thallium flux, dofetilide IC70 present | activation (rescue from dofetilide block), less the hit threshold, % at 10 µM | actives 0.51% (n = 310,000) | AID 1511;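 active = activation above the mean of controls blocked by dofetilide plus 5 SD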;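 also: thallium influx through hERG after potassium depolarization seen as dye fluorescence rise; in these data hits start at about 4.7%; inactives centre near -7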
KCNQ1 pot – potentiators or activators of human KCNQ1 potassium channel; P51787; CHO-K1 KCNQ1, thallium flux FluxOR fluorescence; active compounds read high; B-score at 10 µM; actives 0.35% (n = 310,000);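 active = fluorescence ratio B-score, a plate-corrected score, at least three library SD, with initial intensity B-score within 5 SD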
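assay system = CHO-K1 cells stably expressing KCNQ1 | medium = assay buffer, equal DMSO in all wells | timing = 37 °C overnight plating, 90-min dark dye load, 20-min compound pretreatment | measured by = kinetic FluxOR thallium fluorescence, 10-s 1-Hz baseline, 110-s post-stimulus read | measure = fluorescence change relative to baseline, converted to B score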
TMEM16A inh – blocks the mouse calcium-activated chloride channel TMEM16A; actives 1.2% (n = 310,000); HEK293 TMEM16A/YFP iodide influx fluorescence, ionomycin; normalized B-score (activity score, 25-100; higher = stronger inhibition) at 10 µM;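 active = ratio plate-corrected score three or more library SD toward inhibition, starting fluorescence score within five deviations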;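 also: score derived from kinetic fluorescence span divided by baseline fluorescence per well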
TRPC4 PAM – TRPC4 (mouse) allosteric potentiation; Q9QUQ5; HEK293 TRPC4beta/mu-opioid, DAMGO EC20, Fluo-4 Ca2+ flux; active compounds read high; B-score at 10 µM; actives 0.42% (n = 310,000); AID 2227;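 active = B-score of calcium response area above 5 SD of library B-scores, with initial fluorescence ratio within 5 SD of library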;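 also: B-score of integrated fluorescence ratio over time as area under calcium response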
The depositor's hits bear a star; i = inactive; . = no result given. Not all compounds are listed; rates above refer to the full screens.

SMILES | HDAC3 inhib | Dyrk1A ADPGlo | KCNK9 inh | KCNQ1 inh | KCNK3 block | TRPC4 agonist | TMEM16A act | hERG rescue | KCNQ1 pot | TMEM16A inh | TRPC4 PAM
Cc1ccc(-c2csc(N=C(N)N)n2)c(C)c1 | 5.4 | . | i | i | i | i | i | -14.9 | i | i | i
CN(C)S(=O)(=O)c1cccc(NC(=O)COC(=O)CCOc2ccccc2)c1 | 6.1 | -1.1 | i | i | i | i | i | -0.5 | i | i | i
O=C(C1CC1)N1CCc2cc(Br)cc(S(=O)(=O)NCCN3CCOCC3)c21 | 4.2 | -2.4 | i | i | i | i | i | -12.7 | i | i | i
CCCNC(=O)CSc1nc2ccccc2c(=O)n1CCC | -7.8 | -2.9 | i | i | -8.84* | i | i | -5.2 | i | i | i
CCOc1ccccc1NC(=O)CCS(=O)(=O)c1ccc2c(c1)CCN2C(C)=O | 4.7 | 3.6 | i | i | i | i | i | 0.0 | i | i | i
Clc1ccc(-c2nc(C3CCCCC3)no2)cc1 | -1.7 | 2.1 | i | i | i | i | i | -1.8 | i | i | i
O=C(Nc1ccc(NC(=O)C2CC2)cc1)c1ccco1 | -1.9 | -1.1 | i | i | i | i | i | -7.0 | i | i | i
CC(=O)/C=C1/SC(CC(=O)O)C(=O)N1c1ccccc1 (centres undefined) | -3.4 | 7.2 | i | i | i | i | i | -10.5 | i | i | i
COc1ccccc1NC(=O)NNC(=O)c1ccc2ccccc2c1 | 3.5 | 7.7 | i | i | i | i | i | -6.6 | i | i | i
OCCCn1c(C2CCCN2c2nc(-c3ccc(Cl)cc3)cs2)nc2cc(Cl)c(N3CCCCC3)cc21 (centres undefined) | 1.0 | 6.2 | i | i | i | i | i | -4.1 | i | i | i
Cc1nn(C)c(C)c1N1C(=O)c2cccc3c(Br)ccc(c23)C1=O | -3.6 | -5.2 | . | . | i | . | i | . | . | i | .
CCCCc1ccc(NC(=O)c2ccc(NS(C)(=O)=O)cc2)cc1 | 2.4 | 5.5 | i | i | i | i | i | -9.3 | i | i | i
COc1ccc(/C=C/C(=O)c2ccc(Cl)s2)cc1O | 0.8 | -2.8 | i | i | i | i | i | -8.6 | i | i | i
CC1CCN(C(=O)c2cccc(S(=O)(=O)N3CCCCC3)c2)CC1 | 1.3 | 4.1 | i | i | i | i | i | -6.2 | i | i | i
Clc1ccc(-c2ccnc(-n3cccc3)n2)s1 | 18.9 | 41.0 | i | i | i | i | i | -1.6 | i | i | i
O=c1c2ccccc2c(C=Nc2ccc(O)cc2)c(O)n1Cc1ccccc1 | -5.8 | -2.2 | i | i | i | i | i | -10.9 | i | i | i
CCOc1ccc(NC(=O)CNC(=O)c2cn(-c3ccccc3OC)c(=O)c3ccccc23)cc1 | 4.5 | 0.7 | i | i | i | i | i | -8.3 | i | i | i
CC1(C)CC(O)C(CCC(O)c2ccccc2)C(C)(C)N1 (centres undefined) | -2.7 | 5.4 | i | i | i | i | i | -6.3 | i | i | i
CCOC(CNC(=O)c1ccc2c(c1)ncn2-c1ccccc1OC)OCC | -4.4 | -6.0 | i | i | i | i | i | -4.6 | i | i | i
O=C(c1ccc(Cl)cc1)C1CCCN(Cc2cccn2-c2cccnc2)C1 (centres undefined) | -0.7 | 2.2 | i | i | i | i | i | -7.8 | i | i | i
COc1cc(C(=O)Nc2ccc3c(c2)OCO3)c([N+](=O)[O-])cc1OC | 4.0 | 7.1 | i | i | i | i | i | -9.7 | i | i | i
CCOc1ccc(N=C2NC(=O)C(CC(=O)Nc3ccccc3)S2)cc1 (centres undefined) | 1.0 | 4.5 | i | i | i | i | i | -10.3 | i | i | i
O=c1oc(Nc2cccc(Cl)c2)nc2ccccc12 | -1.1 | -2.5 | i | i | i | i | i | -6.3 | i | i | i
CCCc1c(C)nc(N2CCN(c3ccccc3F)CC2)[nH]c1=O | 4.5 | -5.8 | i | i | i | i | i | -5.5 | i | i | i
COc1ccc(-n2cc(CN(C)C(C)c3ccncn3)c(-c3cccc(F)c3)n2)cc1 (centres undefined) | 3.5 | . | i | i | i | i | i | -14.4 | i | i | i
O=C(Nc1ccccc1)c1ccccc1NC(=O)C1CCCCC1 | -4.0 | -3.0 | i | i | i | i | i | 1.6 | i | i | i
CCOc1ccc(C(C)NC(=S)NCc2ccc(F)cc2)cc1 (centres undefined) | 0.9 | 1.6 | i | i | i | i | i | -7.0 | i | i | i
CCOC(=O)N1CCN(C(=O)/C(=C/c2cccc3ccccc23)NC(=O)c2ccc(OC)c(OC)c2)CC1 | 8.8 | -3.5 | i | i | i | i | i | -11.9 | i | i | i
Cc1cccc(C(=O)N(Cc2cccs2)C2CCS(=O)(=O)C2)c1 (centres undefined) | -4.9 | -5.0 | i | i | i | i | i | -2.6 | i | i | i
c1cncc(-c2nnc3n2CCC3)c1 | -12.8 | -1.3 | i | i | i | i | i | -7.3 | i | i | i
COc1ccc(S(=O)(=O)NCc2ccccc2)cc1Br | -2.8 | 4.3 | i | i | i | i | i | -0.8 | i | i | i
Cc1[nH]c2ccccc2c1C(O)CN1CCC2(CC1)OCCO2 (centres undefined) | 1.1 | . | i | i | i | i | i | -10.8 | i | i | i
Cc1nnc(N/N=C/c2ccccc2F)n1N | 7.7 | -3.1 | i | i | i | i | i | -2.9 | i | i | i
Cc1ccc(NC(=O)c2ccncc2)cc1[N+](=O)[O-] | -0.4 | 2.7 | i | i | i | i | i | 0.7 | i | i | i
O=C1C(=Cc2cccs2)C(=O)c2ccccc21 | 4.9 | -2.0 | i | i | i | i | i | -5.0 | i | i | i
CCCCN(C(=O)Cc1cccc(F)c1)c1c(N)n(CCC)c(=O)[nH]c1=O | -3.0 | -6.2 | i | i | i | i | i | 0.9 | i | i | i
Cc1ccc(CNC(=O)C(=O)c2cn(CC(=O)N3CCCC3)c3ccccc23)cc1 | 5.3 | 4.2 | i | i | i | i | i | -5.4 | i | i | i
O=C(N/N=C/C=C/c1ccccc1[N+](=O)[O-])c1cccs1 | 7.5 | 0.0 | i | i | i | i | i | -9.5 | i | i | i
CCN(CC)CC#CCC(O)(c1ccccc1)c1ccc(Br)cc1 (centres undefined) | 3.8 | -1.3 | i | i | i | i | i | -14.4 | i | i | i
CCC(C)N1CCN(C(=O)c2cccs2)CC1 (centres undefined) | 2.9 | 0.6 | . | . | i | . | i | . | . | i | .
COc1ccc(/C=C(/C(=O)Nc2ccccc2C(=O)N2CCCC2)c2ccccc2)cc1 | 14.8 | 6.0 | i | i | i | i | i | -23.9 | i | i | i
CCCN(CCC)CCNc1c(NC2CCN(C(=O)OCC)CC2)c(=O)c1=O | 1.1 | 13.8 | i | i | i | i | i | -0.6 | i | i | i
Cc1nnsc1C(=O)NC(C)C12CC3CC(CC(C3)C1)C2 (centres undefined) | 0.8 | . | i | i | i | i | i | -6.7 | i | i | i
CC1C=CCC2C(=O)N(c3ccccc3OC(=O)c3cccs3)C(=O)C12 (centres undefined) | 1.6 | -2.9 | i | i | i | i | i | 0.0 | i | i | i
O=C1C2C(C(=O)N1c1nccs1)C1C=CC2C12CC2 (centres undefined) | -1.7 | 2.8 | i | i | i | i | i | -7.8 | i | i | i
O=C(CN1CC[n+]2c(-c3ccccc3)csc21)c1ccc(Br)cc1 | 8.0 | . | i | i | i | i | i | -12.4 | i | i | i
CN1CCN(C(=O)c2ccc3c(=O)n(-c4ccc(F)cc4)c(=S)[nH]c3c2)CC1 | 6.4 | . | i | i | i | i | i | -7.3 | i | i | i
N#Cc1cccc(NC(=O)CC2CCCCC2)c1 | 2.4 | -5.3 | i | i | i | i | i | -4.0 | i | i | i
O=C(COc1ccc([N+](=O)[O-])cc1Cl)NCCc1ccccc1 | 7.9 | -3.7 | i | i | i | i | i | -16.0 | i | i | i
Cc1cccc2cc3c(N)c(C(=O)N4CCCc5ccccc54)sc3nc12 | 12.5 | -1.9 | -6.79* | i | i | i | i | -9.2 | i | i | i

New compounds follow:
SMILES | HDAC3 inhib | Dyrk1A ADPGlo | KCNK9 inh | KCNQ1 inh | KCNK3 block | TRPC4 agonist | TMEM16A act | hERG rescue | KCNQ1 pot | TMEM16A inh | TRPC4 PAM
CC1CCCC(NS(=O)(=O)c2cc3c(cc2Cl)NC(=O)CO3)C1C (centres undefined) | 1.3 | -5.2 | i | i | i | i | i | -7.0 | i | i | i
Cc1ccc(NC(=O)CS(=O)CC(=O)N(c2ccc(C)cc2)C(C)C(=O)NC2CCCCC2)cc1 (centres undefined) | -4.8 | 48.1 | i | i | i | i | i | -14.1 | i | i | i
NS(=O)(=O)c1ccc(CCNC(=O)C(=O)c2cn(CC(=O)N3CCOCC3)c3ccccc23)cc1 | 3.4 | -0.6 | i | i | i | i | i | -3.9 | i | i | i
CN1C(=O)CC(C(=O)O)SC1=Nc1cc(Cl)c(O)c(Cl)c1 (centres undefined) | 3.8 | -2.0 | i | i | i | i | i | -5.9 | i | i | i
Cc1ccc(Cl)cc1N1CCN(C(=O)C2CCN(S(=O)(=O)c3cccnc3)CC2)CC1 | 0.1 | 5.2 | i | i | i | i | i | -9.9 | i | i | i
CC(=O)c1cccc(NC(=S)NCCc2ccc(Cl)cc2)c1 | 0.8 | 7.3 | i | 8* | i | i | i | -3.5 | i | i | i
Cc1cc(C)[n+](C)n1CC(O)Cn1c2ccccc2c2ccccc21 (centres undefined) | 0.8 | 3.1 | i | i | i | i | i | -5.6 | i | i | i
Cc1cc(C)nc(/N=C(/NC(=O)Nc2ccc(Cl)c(Cl)c2)Nc2cccc(Cl)c2)n1 | -1.6 | -1.8 | i | i | i | i | i | -7.0 | i | i | i
c1ccc(-c2nc(-c3ccncc3)n[nH]2)nc1 | 4.5 | 1.7 | i | i | i | i | i | 1.0 | i | i | i
COc1ccc(CC(=O)NC2CCSc3ccccc32)cc1OC (centres undefined) | -3.6 | -2.2 | i | i | i | i | i | -8.3 | i | i | i
COc1ccc(NC(=S)NC2CCCCC2)cn1 | 4.8 | . | i | i | i | i | i | -11.3 | i | i | i
O=C(Nc1ccc(CN2CCS(=O)(=O)CC2)cc1)c1ccccc1 | 1.3 | -4.0 | i | i | i | i | i | -6.0 | i | i | i
OC1COC(O)C(O)C1O (centres undefined) | -8.8 | 7.5 | i | i | i | i | i | -5.0 | i | i | i
CCOC(=O)C1CCN(c2ncnc3c2oc2ccc(Cl)cc23)CC1 | -1.5 | 5.0 | i | 7* | i | i | i | -13.6 | i | i | i
Cc1ccc(S(=O)(=O)N2CCN(C(=O)c3ccc4c(c3)OCO4)CC2)cc1 | 2.0 | 1.5 | i | i | i | i | i | -6.4 | i | i | i
